Screens as filed in PubChem BioAssay.
Tb hexokinase: T. brucei hexokinase 1 inhibition | inhibition, % at 10 µM | AID 1430 | 220,000 compounds, 0.11% hits | recombinant TbHK1, G6PDH-coupled NADH A340;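 active means inhibition of 50% or more in the single-dose primary screen; inactive means inhibition below 50%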
p47phox inh: inhibitors of human p47phox binding | inhibition, % at 24.7 µM | p47phox/p22phox peptide binding, fluorescence polarization, 2 h | 220,000 compounds, 0.53% hits | P14598;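 active means inhibition above about 30%, limit read from the data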;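 further: 0% = p47phox with labelled peptide and 100% = labelled peptide alone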
Runt-CBFb FRET: inhibitors of human RUNX1 Runt domain binding to CBFb; Q01196+Q13951; Cerulean-Runt/Venus-CBFb FRET ratio 530/480, 1 h; inhibition, % at 20 µM; 220,000 compounds, 0.46% hits; AID 1496;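 active means inhibition over about 50% at 20 µM in the single-dose screen, limit read from the data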;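 further: 0% = DMSO wells and 100% = excess unlabeled CBFb competitor control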
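Doses: 20 µM compound in 1% DMSO | Material: Cerulean-labeled Runt domain protein | Amount: Each fluorescent fusion protein 100 nM | Schedule: Two 1 h room-temperature incubations shielded from light | Measured by: FRET fluorescence | Evaluation: Loss of energy transfer signal | Controls: Unlabeled CBFb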
Mdm2 ligase inh: Mdm2 E3 ligase (human) inhibition | signal enhancement, % at 5 µM | cell-based MDM2 ubiquitination luciferase reporter, 2 h; 0 = plate control, 100 = twice control, blank-subtracted | 210,000 compounds, 0.11% hits | Q00987 | AID 1230;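 active means signal enhancement of 30% or more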;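 further: luminescence tracks abundance of the self-degrading MDM2-luciferase fusion protein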
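system = mammalian cells stably expressing self-ubiquitinating, self-degrading MDM2 E3–luciferase fusion | quantity = 2000 cells per well seeded | incubation = 4 h cell settling then 2 h compound exposure, 37 °C | signal = SteadyLite luminescence, 15 min reagent step | benchmarks = plate control and blank wells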
Hck-Nef inh: inhibitors of human Hck kinase activated by Nef; P08631; Recombinant Hck-YEEI plus Nef, Z-Lyte FRET kinase assay; inhibition, % at 20 µM; 220,000 compounds, 0.68% hits;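 active means Hck-Nef kinase inhibition above about 50%, limit read from the data; inactive means inhibition below that limit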;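 further: 0% = DMSO with Hck plus Nef and 100% = Hck alone without Nef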
Target sequence (P08631 whole entry, looked up): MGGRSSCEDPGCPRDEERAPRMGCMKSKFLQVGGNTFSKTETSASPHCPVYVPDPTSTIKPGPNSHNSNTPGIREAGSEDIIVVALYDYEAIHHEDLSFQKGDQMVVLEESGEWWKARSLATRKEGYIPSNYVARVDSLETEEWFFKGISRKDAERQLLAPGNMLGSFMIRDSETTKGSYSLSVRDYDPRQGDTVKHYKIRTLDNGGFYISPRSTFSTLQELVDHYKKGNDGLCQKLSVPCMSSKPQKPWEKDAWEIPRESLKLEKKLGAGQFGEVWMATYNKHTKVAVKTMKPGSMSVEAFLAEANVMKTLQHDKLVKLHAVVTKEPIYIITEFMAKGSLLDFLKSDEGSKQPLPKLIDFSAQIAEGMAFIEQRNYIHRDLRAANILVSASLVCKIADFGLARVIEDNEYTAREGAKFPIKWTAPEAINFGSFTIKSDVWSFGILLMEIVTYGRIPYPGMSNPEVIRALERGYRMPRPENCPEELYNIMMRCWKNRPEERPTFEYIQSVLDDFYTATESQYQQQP
Runt-SMMHC FRET: Runt domain-CBFb-SMMHC interaction inhibition; Q01196+Q13951; Cerulean-Runt/Venus-CBFb-SMMHC FRET ratio 530/480, 1 h; inhibition, % at 20 µM; 220,000 compounds, 0.74% hits; AID 1434;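 active means mean inhibition across duplicate retests at 20 µM reaching about 50%, limit read from the data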;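 further: 0% = DMSO wells and 100% = wells with excess untagged CBFb-SMMHC; inhibitors lower the FRET ratio by blocking Runt binding to CBFb-SMMHC; some results filed as inactive read as strong as hits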
zVAD death inh: L929 zVAD cell death inhibition. L929 zVAD necroptosis rescue, ATP luminescence, 24 h; with zVAD 60 µM. viability rescue, % at 10 µM. 220,000 compounds, 0.38% hits. AID 1377;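 active means activation, scaled between plate controls, above about 75%, limit read from the data; inactive means activation under that limit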;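 further: 0% = zVAD with DMSO and 100% = DMSO alone without zVAD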
14-3-3 Bad inh: disrupts binding of bovine 14-3-3 zeta to phospho-Bad peptide; AID 781; 220,000 compounds, 0.71% hits; inhibition, % at 21.7 µM; TR-FRET 14-3-3zeta/Dy647-pBad peptide displacement, 1 h;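 active means inhibition above about 70%, limit read from the data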;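 further: 0% = full 14-3-3 plus peptide FRET controls and 100% = background without 14-3-3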
Target sequence (P63103 whole entry, looked up): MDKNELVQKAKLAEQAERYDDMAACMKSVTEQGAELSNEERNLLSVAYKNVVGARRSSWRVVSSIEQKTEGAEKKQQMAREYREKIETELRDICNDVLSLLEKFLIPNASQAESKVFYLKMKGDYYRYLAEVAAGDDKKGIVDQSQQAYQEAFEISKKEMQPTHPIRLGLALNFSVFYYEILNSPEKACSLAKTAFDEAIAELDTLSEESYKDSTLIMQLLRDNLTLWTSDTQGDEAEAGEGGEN
EBV gp42 inh: inhibitors of Epstein-Barr virus glycoprotein 42; inhibition, % (tested at 21.74 µM); AID 1085; 220,000 compounds, 0.42% hits; Q1HVG2; Fluorescence polarization binding assay, mP read-out; in the data active means inhibition above about 50%
Target sequence (Q1HVG2 whole entry, looked up): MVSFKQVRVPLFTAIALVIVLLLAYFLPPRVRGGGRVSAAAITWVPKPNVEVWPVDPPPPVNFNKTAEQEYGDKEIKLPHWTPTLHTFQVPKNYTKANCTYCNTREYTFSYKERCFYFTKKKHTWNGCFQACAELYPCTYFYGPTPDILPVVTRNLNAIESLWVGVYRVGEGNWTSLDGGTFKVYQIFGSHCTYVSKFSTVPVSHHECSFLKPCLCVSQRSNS
Numbers without * were called inactive; . = not tested or not shown; [ ] = remark or other dose.

SMILES	Tb hexokinase	p47phox inh	Runt-CBFb FRET	Mdm2 ligase inh	Hck-Nef inh	Runt-SMMHC FRET	zVAD death inh	14-3-3 Bad inh	EBV gp42 inh
Cc1c(C(=O)OC(C)C)sc(N)c1C(=O)OC(C)C	-11	-18	-2	.	1	0	1.1	-1	-5
COc1ccc(CN2CCn3nc(C(=O)NC4CC4)cc3C2=O)cc1	-2	9	1	-33	-6	-2	0.1	6	-3
CC1=CC=CC2=NC(=O)CC(C)(C(=O)N(CC(=O)NC3CCCC3)c3ccccc3C)N12 (centres undefined)	-21	2	-1	-20	-16	-1	0.5	-2	-20
O=C(CC12CC3CC(CC(C3)C1)C2)Nc1ccc2c(c1)COC2=O	-3	-12	1	-16	-2	5	1.6	1	-10
CCOC(=O)CCC(=O)N1CCOCCOCCN(C(=O)CCC(=O)OCC)CCOCC1	-5	-9	2	-45	-1	4	-0.2	-12	-4
CC1C/C(=N\NC(N)=S)c2cc(Cl)ccc2S1 (centres undefined)	-10	-155	6	-9	16	-4	0.6	-1	-21
O=C(O)Cn1c(SCCOc2ccccc2)nc2ccccc21	9	-5	1	-14	11	-4	0.3	2	-11
CNC(=O)NC1CCCCc2sccc21 (centres undefined)	-2	-2	-4	-28	2	-5	-0.2	-2[fluorescence artefact?]	8
NNC(=S)Nc1ccc(S(=O)(=O)N2CCCCC2)cc1	-4	1	10	-2	11	-2	1.0	-8	-13
O=C(Nc1ccc2c(c1)OCO2)C1COc2ccccc2O1 (centres undefined)	15	-1	-2	-17	1	2	-0.3	1	-19
NC(=O)NC(c1ccc(Cl)cc1)c1ccccc1Cl (centres undefined)	-9	0	-1	-10	7	-1	-0.1	-14	6
Cc1ccc(C(=O)c2ccccc2C(=O)OCC(=O)NCCc2ccccc2)cc1	-2	-5	-2	-8	2	-7	-0.1	-5	-12
O=C(NCC1CCCO1)c1cc(NS(=O)(=O)c2cccs2)cc(NS(=O)(=O)c2cccs2)c1 (centres undefined)	-11	1	-1	-10	16	0	2.7	-2	-1
O=C1NC2(CCCCCC2)C(=O)N1Cc1ccc([N+](=O)[O-])cc1	-2	-5	0	-11	3	0	-0.1	-2	1
CCC(C)(C)NC(=O)CN(Cc1ccc2c(c1)OCO2)C(=O)CCC(=O)Nc1nccs1	-1	9	-2	-2	24	3	1.9	-5	3
Cc1ccc(CS/C(Nc2ccccc2C)=C(\C#N)C(N)=O)c(C)c1	19	-15	-3	2	-5	-10	0.8	9[fluorescence artefact?]	2
COc1cc(/C=N\NC(=O)c2nonc2N)c(OC)cc1Br	-2	-4	-2	1	6	-3	1.0	71*[fluorescence artefact?]	-7
COc1ccccc1NC(=S)NC1CCC(CC2CCC(NC(=S)Nc3ccccc3OC)CC2)CC1 (centres undefined)	-16	-5	2	-9	0	-5	-0.3	-6	1
O=[N+]([O-])c1ccc2[nH]c3c(c2c1)CCCC3	-7	-5	-1	-2	28	2	4.6	-8	-1
COc1cc(C2NC(=S)NC(C)=C2C(=O)Nc2ccc(C)cc2)ccc1O (centres undefined)	-3	-8	3	-6	21	-5	49	-6	-13
Cc1ccc[n+](CC(=O)N2CCCc3ccccc32)c1	2	6	0	-23	30	-8	2.3	-6	1
CCC(CC)NC(=O)Nc1ccc(C)cc1	-7	-1	-1	-12	11	-6	2.0	-7	-19
CCCn1c(=O)c(C#N)cn(C2CC2)c1=O	-1	-7	3	-6	14	-4	2.0	-5	-22
Cc1nc(Br)c(Br)c(C)c1Br	-1	-21	-2	.	21	1	0.3	-1	-13
CCOc1ccc(NC(=O)c2ccc(F)c(S(=O)(=O)N3CCN(c4ccccn4)CC3)c2)cc1	0	-5	-1	-18	-1	-2	-0.1	75*	-12
COCCn1c(NCc2ccccc2)nc2c1c(=O)[nH]c(=O)n2C	-9	-7	-1	-15	-2	1	-0.7	-10[fluorescence artefact?]	-15
CCCCc1ccc(S(=O)(=O)NCCc2ccncc2)cc1	0	-9	-2	-9	2	0	-0.1	-1	-23
CCOC(=O)c1c(NC(=O)c2cccnc2)sc(C(C)=O)c1C	-25	7	-10	-7	2	-15	1.2	12[fluorescence artefact?]	0
Cc1cccc(CSCCNC(=O)COc2ccc(Cl)cc2)c1	24	-6	-5	-5	2	-6	-0.3	8[fluorescence artefact?]	-2
CCCc1cc(C(=O)Nc2ccc(F)cc2F)no1	2	2	0	-15	3	-8	0.6	-5[fluorescence artefact?]	-15

Just Hck-Nef inh, for 2 of the compounds above:
SMILES,Hck-Nef inh
O=C(O)Cn1c(SCCOc2ccccc2)nc2ccccc21,11
CNC(=O)NC1CCCCc2sccc21 (centres undefined),2

Later entries
SMILES	Tb hexokinase	p47phox inh	Runt-CBFb FRET	Mdm2 ligase inh	Hck-Nef inh	Runt-SMMHC FRET	zVAD death inh	14-3-3 Bad inh	EBV gp42 inh
CSc1cccc(CN2CCN(CCc3ccccc3)C(CCO)C2)c1 (centres undefined)	-2	-2	-2	-5	18	2	0.7	-22	-5
Cc1cccc2cc(C#N)c(N3CCC(O)CC3)nc12	-11	-13	36	-13	15	71*	2.4	8	-1
CC1(C)CC(=O)C2=C(C1)c1c(ccc3ccccc13)NC2c1cc([N+](=O)[O-])cc([N+](=O)[O-])c1O (centres undefined)	0	-19	29	5	51*	-7	29	3	16
O=C(CN1C2CCC1CC(NC(=O)NC1CCCCC1)C2)NC1CC1 (centres undefined)	2	-2	-1	-12	-1	-2	0.2	.	-9
Cc1cccc(-n2nc([N+](=O)[O-])c(=NCc3cccnc3)n2O)c1	-21	0	0	22	1	-3	0.1	-5	-6
Cc1nc(SCc2ccccc2)nc2c1CCC2	0	-12	0	-16	-8	1	0.4	5	1
CCOC(=O)c1c(NC(=O)c2ccc(-n3cnnn3)cc2)sc2c1CCCC2	-19	-16	-28	5	5	-55	0.9	4[fluorescence artefact?]	-7
CC(C)(C)S(=O)(=O)c1cnc(N2CCCCC2)nc1N	7	-1	1	-1	8	-1	0.2	-1	-25
O=C(NCc1ccccc1)NC(=O)c1ccncc1	4	-1	1	-10	8	3	-0.9	25	-20
Cc1ccc(NC(=O)CC2Nc3ccccc3NC2=O)cc1Cl (centres undefined)	-9	.	-4	.	2	-19	0.3	.	.
COc1ccc(N2C(=O)CC(Nc3cccc([N+](=O)[O-])c3)C2=O)cc1 (centres undefined)	-3	0	-1	-16	-3	0	-0.3	-5	-6
CCCCC(=O)Nc1ccc(NC(=S)NC(=O)c2cccs2)cc1OC	-10	-14	5	-12	0	1	-0.2	-10[fluorescence artefact?]	2
Cc1cc([N+](=O)[O-])cc(/C=N/n2c(C)nc3ccccc3c2=O)c1O	-18	2	-1	-17	26	-1	0.8	-3	-3
CC(C)(C)NC(=O)CSc1nnc(C2CC2)n1Cc1ccccc1	0	-8	1	-5	2	-1	2.5	13[fluorescence artefact?]	-27
O=C1OC2CCC1(c1ccccc1)C2 (centres undefined)	4	8	-1	-2	8	2	-0.6	-7	1
Cn1c(Cn2c(=O)sc3ccccc32)nnc1SCc1ccccc1F	-8	3	3	-11	1	-2	1.3	-1	2
c1ccc(-c2nc(N3CCCCCC3)nc(-n3ccnc3)n2)cc1	9	-30	.	-9	1	0	0.1	3	-25
CCCC1COC(Cn2cncn2)(c2ccc(C)cc2)O1 (centres undefined)	37	-4	0	-17	0	0	2.4	88*	-21
CC(C)n1c(SC2C(=O)CC(C)(C)CC2=O)nc2c1c(=O)n(C)c(=O)n2C	2	-5	6	-10	4	3	0.2	31	-4
O=C(CSCc1ccc(Cl)cc1)N1CCN(Cc2ccc3c(c2)OCO3)CC1	-2	-3	-6	-4	6	0	-0.8	-7	4
CCn1nnc(-c2ccccc2NC(=O)c2cccc(-n3cnnn3)c2)n1	4	-3	0	-10	3	1	0.3	-3	-3
CCOC(=O)CCNC(C(=O)OCC)c1ccccc1 (centres undefined)	-3	4	0	-24	-2	2	0.2	28[fluorescence artefact?]	-13
CCn1cc(C(=O)NCc2ccc3c(c2)OCO3)c(=O)c2cc(F)c(N3CCN(C)CC3)cc21	-1	.	-3	-12	2	0	0.4	.	.
COc1cc(NC(=O)C(=O)NCCN(C)C)c(OC)cc1Cl	-6	-4	-1	-2	23	2	12	-14	-29
COc1ccc(NC(=O)Cc2ccc(C)cc2)c([N+](=O)[O-])c1	34	-13	-2	-9	3	-2	0.8	-16	-25
O=C1CSC(c2cccc([N+](=O)[O-])c2)N1c1c(F)cccc1F (centres undefined)	-3	-3	0	-7	28	1	0.6	-2	2
CC(C)CCn1nnnc1C(c1ccccc1)N1CCN(C)CC1 (centres undefined)	1	-16	-1	-1	-7	2	-0.4	12	-13
Cc1ccn(CC(=O)N2N=C(C(F)F)CC2(O)C(F)F)n1 (centres undefined)	0	3	-2	2	5	2	1.2	-3	-3
Cc1cc(NC(=O)COC(=O)C2CCC(=O)N2)c([N+](=O)[O-])cc1C (centres undefined)	-3	2	1	-20	23	1	2.9	-12	-31
O=c1c2ccccc2nnn1CSc1nnc(-c2cccs2)n1Cc1ccccc1	4	-2	-4	-1	0	-1	-1.7	.	-11

Looked up by structure from the list above (3):
SMILES	Tb hexokinase	p47phox inh	Runt-CBFb FRET	Mdm2 ligase inh	Hck-Nef inh	Runt-SMMHC FRET	zVAD death inh	14-3-3 Bad inh	EBV gp42 inh
O=c1c2ccccc2nnn1CSc1nnc(-c2cccs2)n1Cc1ccccc1	4	-2	-4	-1	0	-1	-1.7	.	-11
O=C1CSC(c2cccc([N+](=O)[O-])c2)N1c1c(F)cccc1F (centres undefined)	-3	-3	0	-7	28	1	0.6	-2	2
CCOC(=O)CCNC(C(=O)OCC)c1ccccc1 (centres undefined)	-3	4	0	-24	-2	2	0.2	28[fluorescence artefact?]	-13

Later entries.
SMILES	Tb hexokinase	p47phox inh	Runt-CBFb FRET	Mdm2 ligase inh	Hck-Nef inh	Runt-SMMHC FRET	zVAD death inh	14-3-3 Bad inh	EBV gp42 inh
CC1CCN(CCCNC(=O)c2ccc3c(=O)n(CCc4ccccc4)c(=O)[nH]c3c2)CC1	4	-2	1	-10	3	-1	-0.3	-15[fluorescence artefact?]	-4
Cc1ccc(C(=O)NCC(=O)N/N=C/c2cccs2)cc1C	-4	0	-1	-1	-2	-3	2.3	-7	-7
C=CCN(C(=O)C1=NN(C2CCS(=O)(=O)C2)C(=O)CC1)c1nc(-c2ccc([N+](=O)[O-])cc2)cs1 (centres undefined)	-15	-17	5	3	18	-6	-3.0	-1	-17
CCOC(=O)c1c(-c2ccc(OC)cc2)cn2ccccc12	-3	-7	2	-7	20	-10	1.5	6	-6
N#CC(C#N)=C1C=CC=CN1/C(=C\c1ccco1)C(=O)c1ccc(Cl)cc1	-3	-16	32	-30	8	7	-0.5	-4[fluorescence artefact?]	-1
CCCCNS(=O)(=O)c1ccc2nc(-c3cccnc3)cc(C(=O)NC3CCCC3)c2c1	-15	-9	-4	.	23	-3	-0.4	3	-11
O=C(Nc1nc2ccccc2[nH]1)C1CCC1	3	-6	1	-1	-14	0	6.2	-14	5
CCOC(CNc1c([N+](=O)[O-])c(=O)n(C)c(=O)n1C)OCC	-18	-13	0	9	4	6	1.1	-6	-6
CCOC(=O)C1=C(c2ccccc2)NC(=S)NC1c1ccc(Cl)cc1 (centres undefined)	-11	-7	-2	4	13	-1	0.6	-2	-27
C=CCNc1nc(Nc2ccc([N+](=O)[O-])cc2)nc(OCC)n1	-7	12	-4	-13	3	-7	0.5	18	12

The order is random; about 3.2% have a hit in one of these screens.
